ABHD4 inh = inhibitors of mouse ABHD4. purified mABHD4, FP-Rh probe fluorescence polarization. hit rate 0.54% among 370,000. inhibition, % at 8.92 µM. Q8VD66. AID 720543;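 active = inhibition exceeding the mean over every tested compound plus 3 SD, cut at about 30% in these data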;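 also: 0% = plate median of compound wells and 100% = S159A mutant with DMSO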
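Assay system: wild-type mouse ABHD4 protein; compound: single nominal dose of 8.92 µM, 0.89% DMSO final; schedule: 45 min + 60 min at 25 °C; measured by: FP readout, ex 525 nm / em 598 nm; evaluation: % inhibition of FP-Rh probe binding versus controls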
HTRA1 inh = HTRA1 (human) protease inhibition; Q92743; recombinant HTRA1, FP-rhodamine activity-based probe, fluorescence polarization; inhibition, % at 5.96 µM; hit rate 0.5% among 340,000; AID 504803; in the data active = inhibition above about 36%;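 also: 0% = enzyme with DMSO and 100% = wells lacking enzyme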
NPR2 activator = GC-B (human) receptor activation. P20594. HEK293-GC-B cells, CNP EC30, cGMP TR-FRET; 0% at EC30 CNP, 100% saturating CNP. activation, % at 10 µM. hit rate 0.11% among 370,000;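 active = activation at 10 µM reaching about 35% in either raw or pattern-adjusted values, limit read from the data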
Target sequence (P20594 whole entry, looked up): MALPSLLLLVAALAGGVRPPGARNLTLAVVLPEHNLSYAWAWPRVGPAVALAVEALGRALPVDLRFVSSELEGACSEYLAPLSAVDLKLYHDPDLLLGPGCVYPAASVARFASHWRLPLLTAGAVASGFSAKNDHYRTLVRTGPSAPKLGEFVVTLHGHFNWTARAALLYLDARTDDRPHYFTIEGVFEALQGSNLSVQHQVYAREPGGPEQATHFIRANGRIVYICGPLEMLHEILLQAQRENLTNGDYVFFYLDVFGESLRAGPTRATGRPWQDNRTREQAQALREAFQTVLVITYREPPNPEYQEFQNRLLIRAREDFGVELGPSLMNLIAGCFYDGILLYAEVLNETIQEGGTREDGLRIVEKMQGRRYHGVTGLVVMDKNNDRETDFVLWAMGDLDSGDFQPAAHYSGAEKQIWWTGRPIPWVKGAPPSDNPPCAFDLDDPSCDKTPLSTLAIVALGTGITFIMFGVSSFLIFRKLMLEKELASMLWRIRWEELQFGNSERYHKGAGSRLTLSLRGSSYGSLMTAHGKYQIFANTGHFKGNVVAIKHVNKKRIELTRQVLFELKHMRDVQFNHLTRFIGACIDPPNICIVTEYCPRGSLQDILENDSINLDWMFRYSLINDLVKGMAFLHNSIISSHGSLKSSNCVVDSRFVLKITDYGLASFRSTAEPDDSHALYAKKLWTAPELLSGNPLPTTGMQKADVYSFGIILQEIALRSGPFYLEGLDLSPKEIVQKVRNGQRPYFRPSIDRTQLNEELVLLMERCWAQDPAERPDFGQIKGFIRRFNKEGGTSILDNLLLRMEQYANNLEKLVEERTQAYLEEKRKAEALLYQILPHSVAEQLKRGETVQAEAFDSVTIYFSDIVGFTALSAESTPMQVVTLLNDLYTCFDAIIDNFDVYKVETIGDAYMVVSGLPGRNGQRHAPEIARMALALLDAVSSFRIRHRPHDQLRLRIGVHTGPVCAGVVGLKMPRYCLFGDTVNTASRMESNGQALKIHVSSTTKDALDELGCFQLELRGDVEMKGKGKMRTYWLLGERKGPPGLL
MBD2 inh = blocks human MBD2 binding to methylated DNA; TR-FRET, MBD2 binding to methylated oligonucleotide; hit rate 0.31% among 370,000; AID 686964; Q9UBB5; inhibition, % at 4.4 µM; in the data active = inhibition above about 13%
TDP2 inh = blocks human TDP2 phosphodiesterase activity; O95551; recombinant TDP2, T5PNP hydrolysis, p-nitrophenol absorbance 415 nm; hit rate 0.34% among 370,000; inhibition, % at 12.8 µM; AID 720702;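 active = inhibition above the mean of all tested compounds plus 3 SD, set per campaign, cut at about 25% in these data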;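 also: 0% = DMSO with enzyme and 100% = buffer with substrate but no TDP2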
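Evaluation: % inhibition relative to enzyme-containing and enzyme-free wells. Material: recombinant human TDP2. Benchmarks: enzyme-free and DMSO wells. Timing: enzyme reaction with compound for 2 h at 37 °C. Compound dosing: 12.8 µM only. Measured by: p-Nitrophenol epi absorbance. Reagent: T5PNP substrate at 5 mM, a TopII-DNA adduct mimic. Replication: single well per compound.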
TCR-CD3 inh = human TCR-CD3 binding inhibition; inhibition, % at 9.4 µM; hit rate 0.37% among 360,000; AID 651800; TAMRA-labeled TCR probe fluorescence, biochemical; in the data active = inhibition above about 19%;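 also: recombinant mutant TCR 2C K166C tagged with TAMRA read by polarization; 0% = receptor in buffer alone and 100% = receptor with positive control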
rCAG RNA binder = binds r(CAG) RNA repeats; r(CAG) RNA repeat, TO-PRO-1 dye displacement fluorescence; inhibition, % at 3 µM; hit rate 1.3% among 370,000; AID 651821;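 active = inhibition above the plate cutoff, the mean of all test compounds on that plate plus 3 SD, cut at about 35% in these data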;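 also: 0% = DMSO alone and 100% = 100 µM mitoxantrone as full dye displacement; higher means more dye released from RNA so lower well fluorescence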
LEDGF integ inh = blocks HIV-1 LEDGF/p75-dependent DNA integration | inhibition, % at 3.7 µM | AID 743269 | hit rate 0.64% among 370,000 | TR-FRET IN-LEDGF/p75 DNA integration, Eu/Cy5;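 active = inhibition above the screen-wide mean plus 3 SD, cut at about 13% in these data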;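 also: signal is the Cy5 over europium emission ratio at 671 and 618 nm; 0% = plate median of compound wells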
SIAE inh = blocks human sialic acid acetylesterase; inhibition, % at 9.66 µM; hit rate 0.69% among 370,000; SIAE FP-Rh probe binding, fluorescence polarization; AID 1053197; Q9HAT2;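 active = inhibition above a cutoff: mean of compounds within the control limits plus 3 SD of those, cut at about 17% in these data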;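 also: 0% = plate median of compound wells and 100% = probe without SIAE protein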
PRMT1 inh = inhibitors of human PRMT1 | recombinant PRMT1, activity-based probe fluorescence polarization | inhibition, % at 2.79 µM | hit rate 1.3% among 370,000;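 active = inhibition above about 21% made by adding two undisclosed values, limit read from the data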
* = called active by the depositor; · = no result given. These rows are one share of the data; count on the stated rates, not on these rows.

structure	TDP2 inh	MBD2 inh	TCR-CD3 inh	SIAE inh	HTRA1 inh	PRMT1 inh	LEDGF integ inh	rCAG RNA binder	NPR2 activator	ABHD4 inh
C/C(=C\COc1ccc2ccc(=O)oc2c1)CC[C@@H](O)C(C)(C)O	11	-2	5	1	-3	-2	-1	-7	-4	3
Cc1ccc(NC(=O)OC(C)CNC(=O)Oc2cccc(C)c2)cc1 (stereo not given)	-5	1	2	4	-9	1	4	-3	-1	-2
CN(CCc1ccccn1)C(=O)CCC1CCCN(Cc2ccccc2OC(F)F)C1 (stereo not given)	0	-1	4	-1	4	-3	-1	-6	7	-2
O=C(Nc1ncccn1)c1ccc([N+](=O)[O-])cc1[N+](=O)[O-]	-16	-2	10	2	5	7	-2	2	-3	3
Cc1ccccc1-n1nnnc1SCc1csc(-c2ccccc2)n1	0	-2	2	-5	-34	0	1	-2	1	-11
CCCCSCCCNC(=O)c1ccc(CS(=O)(=O)c2ccccc2OC)o1	8	0	-6	1	-1	-1	1	-8	4	-10
CCCC(=O)OC[C@H]1CN(C2CCCC2)S(=O)(=O)c2c(Oc3ccccc3)cccc2O1	-1	-3	-1	-3	·	2	3	1	0	-4
O=C(CN1CCOCC1)NNc1c2ccccc2nc2ccccc12	-9	-8	5	3	3	-2	-1	-1	-4	0
COCCCn1c(=O)c2sccc2n2c(CCCC(=O)NCC3CCCO3)nnc12 (stereo not given)	-5	8	-2	-1	-3	1	-2	-3	-2	3
O=C(CNC(=O)C12CC3CC(CC(C3)C1)C2)N1CCCC(C(F)(F)F)C1 (stereo not given)	-8	1	-6	-1	8	2	0	1	1	2
Cc1ccc(N(CC(=O)NCc2ccccc2)C(=O)CCC(=O)Nc2ccccn2)cc1C	0	4	-7	8	0	-1	5	0	-1	1
CCc1cccc(NS(=O)(=O)c2c(C)nc3scc(C)n3c2=O)c1	-9	1	-6	-3	-3	2	-2	-2	-10	-5
CCC(=O)N1CCC2(CC1)Oc1ccc(F)cc1C(=O)C21CC(c2ccc(Cl)cc2)=NO1 (stereo not given)	-4	-2	-7	3	-27	0	2	1	3	-10
Cc1cccc(-n2cnc3cc(C(=O)N4CCc5ccccc54)ccc32)c1	9	0	-4	-6	-40	0	1	-3	1	-6
O=C(NCc1ccco1)c1cc2n(n1)C(C(F)(F)F)CC(c1ccc(Br)cc1)N2 (stereo not given)	0	6	-2	-7	-4	0	0	-6	-7	1
O=C(Cn1cc(C(=O)c2ccco2)c2ccccc21)Nc1ccccc1F	8	-8	5	-11	-21	-3	2	11	0	-12
CN(C)S(=O)(=O)c1ccc(C(=O)Nc2cccc(S(=O)(=O)NC3=NCCC3)c2)cc1	2	-1	2	1	-3	1	4	5	4	3
COC(=O)[C@]12C[C@H](CC(=O)NCC3CCCCC3)C(=O)N(Cc3ccccc3)C1=C[C@H](C(C)C)O[C@@H]2C1CC1	-5	-5	-3	0	·	-5	10	2	-1	-14
CCc1cc(-c2n[nH]c(CCC(=O)O)c2-c2nc3ccccc3n2C)c(O)cc1O	-3	0	4	0	1	-1	0	12	3	9
COc1cccc(CNS(=O)(=O)c2cccc(S(=O)(=O)N3CCOCC3)c2)c1	3	2	-1	0	-5	-1	-1	-3	-2	2
O=C(NNC(=O)c1cc(-c2ccccc2)nc2ccccc12)c1csc(N2CCOCC2)n1	3	0	-4	-4	-10	2	3	12	1	-9
CCOC(=O)C1CCC(CN(Cc2ccccc2C)S(=O)(=O)c2ccc([N+](=O)[O-])cc2)CC1 (stereo not given)	-14	1	-8	-1	-7	4	0	7	-1	-16
CC(C)c1ccc(NC2CCCN(C(=O)c3cnc4ccccn4c3=O)C2)cc1 (stereo not given)	-2	-2	-1	1	2	-1	1	-5	1	-4
CC(=O)c1ccc(NC(=O)CN2C(=O)NC(C)(c3ccc4c(c3)OCCO4)C2=O)cc1 (stereo not given)	-2	1	-3	-2	-3	0	-8	2	2	1

Shown with values under each structure: part of the list above.
The line under a structure holds: TDP2 inh | MBD2 inh | TCR-CD3 inh | SIAE inh | HTRA1 inh | PRMT1 inh | LEDGF integ inh | rCAG RNA binder | NPR2 activator | ABHD4 inh
CCc1cccc(NS(=O)(=O)c2c(C)nc3scc(C)n3c2=O)c1
    -9 | 1 | -6 | -3 | -3 | 2 | -2 | -2 | -10 | -5
CCC(=O)N1CCC2(CC1)Oc1ccc(F)cc1C(=O)C21CC(c2ccc(Cl)cc2)=NO1 (stereo not given)
    -4 | -2 | -7 | 3 | -27 | 0 | 2 | 1 | 3 | -10
Cc1cccc(-n2cnc3cc(C(=O)N4CCc5ccccc54)ccc32)c1
    9 | 0 | -4 | -6 | -40 | 0 | 1 | -3 | 1 | -6
O=C(NCc1ccco1)c1cc2n(n1)C(C(F)(F)F)CC(c1ccc(Br)cc1)N2 (stereo not given)
    0 | 6 | -2 | -7 | -4 | 0 | 0 | -6 | -7 | 1
O=C(Cn1cc(C(=O)c2ccco2)c2ccccc21)Nc1ccccc1F
    8 | -8 | 5 | -11 | -21 | -3 | 2 | 11 | 0 | -12
CN(C)S(=O)(=O)c1ccc(C(=O)Nc2cccc(S(=O)(=O)NC3=NCCC3)c2)cc1
    2 | -1 | 2 | 1 | -3 | 1 | 4 | 5 | 4 | 3
COC(=O)[C@]12C[C@H](CC(=O)NCC3CCCCC3)C(=O)N(Cc3ccccc3)C1=C[C@H](C(C)C)O[C@@H]2C1CC1
    -5 | -5 | -3 | 0 | · | -5 | 10 | 2 | -1 | -14
CCc1cc(-c2n[nH]c(CCC(=O)O)c2-c2nc3ccccc3n2C)c(O)cc1O
    -3 | 0 | 4 | 0 | 1 | -1 | 0 | 12 | 3 | 9
COc1cccc(CNS(=O)(=O)c2cccc(S(=O)(=O)N3CCOCC3)c2)c1
    3 | 2 | -1 | 0 | -5 | -1 | -1 | -3 | -2 | 2
O=C(NNC(=O)c1cc(-c2ccccc2)nc2ccccc12)c1csc(N2CCOCC2)n1
    3 | 0 | -4 | -4 | -10 | 2 | 3 | 12 | 1 | -9
CCOC(=O)C1CCC(CN(Cc2ccccc2C)S(=O)(=O)c2ccc([N+](=O)[O-])cc2)CC1 (stereo not given)
    -14 | 1 | -8 | -1 | -7 | 4 | 0 | 7 | -1 | -16
CC(C)c1ccc(NC2CCCN(C(=O)c3cnc4ccccn4c3=O)C2)cc1 (stereo not given)
    -2 | -2 | -1 | 1 | 2 | -1 | 1 | -5 | 1 | -4
CC(=O)c1ccc(NC(=O)CN2C(=O)NC(C)(c3ccc4c(c3)OCCO4)C2=O)cc1 (stereo not given)
    -2 | 1 | -3 | -2 | -3 | 0 | -8 | 2 | 2 | 1

Next section.
structure	TDP2 inh	MBD2 inh	TCR-CD3 inh	SIAE inh	HTRA1 inh	PRMT1 inh	LEDGF integ inh	rCAG RNA binder	NPR2 activator	ABHD4 inh
COc1ccc(NC(=O)c2ccc(NCCN3C(=O)CCC3=O)c([N+](=O)[O-])c2)cc1	4	-7	0	6	0	-3	5	0	-10	4
COc1ccc(/C=N/Nc2ccccn2)cc1OC	1	1	-7	3	·	1	-4	-4	9	-3
Cc1nc(NC(=O)/C=C/c2ccc(Cl)cc2Cl)sc1C(=O)N(C)C	8	-1	2	-5	2	-1	-2	0	13	-7
CC1CCN(S(=O)(=O)c2ccc3c(c2)N(CC(=O)NCCCN2C(C)CCCC2C)C(=O)CO3)CC1 (stereo not given)	-12	1	-4	-8	-1	-3	9	2	-1	-10
CC(C(=O)NC(N)=O)N1C(=O)NC(c2ccccc2)(c2ccccc2)C1=O (stereo not given)	7	5	-2	-8	8	2	-1	-2	0	2
Cc1ccc(NCC(=O)Nc2cccc(S(=O)(=O)N(C)C)c2)c(Cl)c1	2	-3	-9	1	-5	-2	1	10	1	-4
COc1cccc(C2C(C#N)=C(N)N(N(C)C)C3=C2C(=O)CC(C)(C)C3)c1OC (stereo not given)	-1	2	4	9	2	0	-4	-4	3	3
CCC(=O)c1ccc(OCC(=O)Nc2ccc3c(c2)OCCO3)cc1	-2	7	-13	-2	-4	8	1	9	4	-11
O=C(N/N=C/C1CC2CCC1C2)C1CC1 (stereo not given)	5	2	6	5	4	3	-2	-1	3	-1
CCN1CCN(C(=O)C2CCC(=O)N(CCCN3CCCC3=O)C2)CC1 (stereo not given)	-7	1	1	-4	8	-3	-4	-1	3	8
CCc1nc(SCC(=O)Nc2ccc3c(c2)OCCO3)c2oc3ccccc3c2n1	-11	2	6	-2	-6	1	1	0	4	-6
O=C(CN1CCN(c2ccc(Cl)cc2)CC1)NCc1cccs1	-4	-3	-2	0	4	-3	2	2	-4	3
CC(C)OP(=O)(c1ccc(N(C)C)cc1)C(Nc1ccccc1)c1ccccc1 (stereo not given)	7	-5	7	3	-1	0	-3	-9	-9	6
Clc1ccc(/C=N/N2CCCCC2)cc1	-6	6	-3	-7	0	2	-2	-1	-7	-9
O=C(NCC1COc2ccccc2O1)C1CCN(S(=O)(=O)c2cccc3nsnc23)CC1 (stereo not given)	8	2	-4	-2	-4	0	-3	2	-5	-4
COC(C(=O)NC1CC1)c1ccccc1 (stereo not given)	-16	2	3	-2	3	1	-3	-1	1	3
COC1CCCCC1Nc1cc(C)ccc1C (stereo not given)	-2	2	-3	8	6	1	4	5	-3	14
O=C(Nc1ccc(-n2ccc(C(F)(F)F)n2)cc1)c1cccs1	3	-2	7	-5	-19	1	1	-3	1	-8
O=C(CSc1ncnc2nc[nH]c12)N1CCN(c2ccccc2)CC1	-1	-2	4	1	-3	-1	-3	-3	2	1

Source: PubChem BioAssay
